High-throughput results deposited in PubChem BioAssay by several laboratories.
Kir21 block: blocks the mouse Kir2.1 inward-rectifier potassium channel | B-score at 10 µM | hit rate 0.85% among 310,000 | HEK293-Kir2.1, FluxOR thallium flux fluorescence; active compounds read low | AID 1672;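 active means fluorescence ratio B-score at or below minus 3 SD of library scores, with starting-brightness B-score within 2 SD, cut at about -4.2 in these data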;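 further: channel flux triggered by added potassium and thallium sulfate stimulus; B-score of peak minus minimum fluorescence over baseline after thallium stimulus; more negative B-score means stronger Kir2.1 block with less thallium influx; some compounds called inactive have numbers as strong as hits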
Target sequence (P35561 whole entry, looked up): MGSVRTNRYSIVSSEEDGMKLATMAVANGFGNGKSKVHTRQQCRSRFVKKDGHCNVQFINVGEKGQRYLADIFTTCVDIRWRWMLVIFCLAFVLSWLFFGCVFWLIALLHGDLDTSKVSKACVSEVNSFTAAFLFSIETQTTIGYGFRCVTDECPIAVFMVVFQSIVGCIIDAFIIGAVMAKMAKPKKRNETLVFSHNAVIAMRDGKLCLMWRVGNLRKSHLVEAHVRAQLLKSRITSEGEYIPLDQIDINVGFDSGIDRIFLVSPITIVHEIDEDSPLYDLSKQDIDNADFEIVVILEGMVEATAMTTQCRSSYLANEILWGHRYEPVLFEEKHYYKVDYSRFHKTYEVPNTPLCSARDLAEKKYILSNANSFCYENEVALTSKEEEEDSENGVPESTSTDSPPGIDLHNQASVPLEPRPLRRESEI
STK33 inh: human STK33 kinase inhibition; Q9BYT3; purified STK33, MBP phosphorylation, ADP-Glo luminescence; inhibition, % at 10 µM; hit rate 0.073% among 320,000;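 active means inhibition at or above 25%, using the most active replicate where run in duplicate; inactive means inhibition below 25%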
Target sequence (Q9BYT3 whole entry, looked up): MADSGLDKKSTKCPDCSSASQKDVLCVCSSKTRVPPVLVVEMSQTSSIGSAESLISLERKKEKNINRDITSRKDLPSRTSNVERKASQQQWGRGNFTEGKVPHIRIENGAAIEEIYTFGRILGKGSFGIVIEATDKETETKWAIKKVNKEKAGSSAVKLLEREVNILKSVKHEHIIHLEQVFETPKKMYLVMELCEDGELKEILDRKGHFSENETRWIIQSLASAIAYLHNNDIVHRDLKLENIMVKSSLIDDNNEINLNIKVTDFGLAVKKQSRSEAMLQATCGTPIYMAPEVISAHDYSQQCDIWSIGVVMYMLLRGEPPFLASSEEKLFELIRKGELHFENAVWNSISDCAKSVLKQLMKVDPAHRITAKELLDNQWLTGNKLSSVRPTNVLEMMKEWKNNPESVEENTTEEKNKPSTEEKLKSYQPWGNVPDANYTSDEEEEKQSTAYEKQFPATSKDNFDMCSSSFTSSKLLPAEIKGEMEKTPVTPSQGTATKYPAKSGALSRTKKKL
Active calls of the source: *; . = not tested or not shown.

The line under a structure holds: Kir21 block	STK33 inh
1. CO/N=C/NC(=O)C1=NOC(CNc2ncc(C(F)(F)F)cc2Cl)C1 (stereo not given)
 : 0.71	0.8
2. COc1ccccc1CNC(=O)CCNS(=O)(=O)c1ccc2[nH]c(=O)oc2c1
 : 1.5	-1.5
3. CCc1ccc(C(=O)CN2C(=O)NC3(CCOc4ccccc43)C2=O)s1 (stereo not given)
 : .	-1.1
4. COC(=O)c1cc(=O)n2c(sc3ccccc32)c1C#N
 : 0	-0.5
5. Oc1ccc(C[C@H]2CNCCN2CC2CCCCC2)cc1
 : 0.07	-1.2
6. O=C(Nc1ccc(N2CCOCC2)c(S(=O)(=O)Nc2cc(Cl)ccc2Cl)c1)c1cccnc1
 : -1.7	-0.2
7. COC(=O)CN(C(=S)Nc1ccccc1)C1CC(=O)N(c2ccc(OC)cc2)C1=O (stereo not given)
 : 1.4	-3.1
8. Cc1cccc(OCc2nnc(-c3ccc(F)cc3)o2)c1
 : .	-0.8
9. Cc1ccc2[nH]c3c(c2c1)CN(C(=O)CN1CCCc2ccccc21)CC3
 : -0.02	1.4
10. COc1cc(NC(=O)CCCOc2ccc(Cl)cc2Cl)c(C(=O)O)cc1OC
 : -1.5	0.8
11. Cc1cc(N2CCOCC2)nc2ccc(NC(=S)N3CCN(Cc4ccccc4)CC3)cc12
 : 1	1.0
12. Clc1ccc(OCCn2c(-c3ccco3)nc3ccccc32)cc1
 : -0.25	-1.4
13. CN(c1ccccc1)S(=O)(=O)c1cccc(C(=O)NCCc2ccc(O)c(O)c2)c1
 : -0.84	0.1
14. CCCc1cc(=O)[nH]c(SCc2nc3ccc([N+](=O)[O-])cc3[nH]2)n1
 : 0.01	0.1
15. Cc1ccsc1/C=N/n1cnnc1
 : 1.1	-1.1
16. O=C1CN(C(=O)CSc2ccc(-c3ccc(F)cc3)nn2)c2ccccc2N1
 : 1.2	0.9
17. COC(=O)c1scc(C)c1NC(=O)CC1NCCNC1=O (stereo not given)
 : 1.9	-0.6
18. c1ccc(COc2ccc(-c3csnn3)cc2)cc1
 : 1.2	-0.6
19. Cc1ccc2cc(CCNC(=O)CC(C)C)c(=O)[nH]c2c1
 : 1.5	-0.4
20. CCC(Oc1ccccc1)C(=O)Nc1ccccc1C(=O)N1CCCCC1 (stereo not given)
 : -0.51	-1.0
21. O=C1C=C(c2ccccc2)CCC1
 : 0.2	-0.3
22. CC1Sc2ccc(C(=O)Nc3ncccc3O)cc2NC1=O (stereo not given)
 : 0.73	-1.0
23. CCSc1ccccc1C(=O)N=C1NC(=O)CC2C(=O)NCCN12 (stereo not given)
 : 1.1	-0.6
24. CC1=NN(c2ccccc2)C(=O)/C1=C/c1ccc[nH]1
 : 2.8	-1.1
25. COc1cc(NC(=O)[C@H]2CCCN2S(=O)(=O)c2cccc3cccnc23)cc(OC)c1OC
 : .	-1.2
26. O=C1c2ccccc2C(=O)N1c1ccc(S(=O)(=O)N2CCN(c3ccccc3)CC2)cc1
 : 1.5	-1.0
27. CCOC(=O)[C@H]1[C@H]2COc3ccc(C)cc3[C@@H]2N2C(=O)CN(CC3CCCO3)C(=O)[C@@]12C (stereo not given in full)
 : .	0.0
28. C/C=C\C=C/C(=O)Nc1cccc(C2=NOC3(C2)C[C@H](C(N)=O)N(C(=O)c2ccc(OC)cc2)C3)c1 (stereo not given in full)
 : 0.09	2.4
29. CCC1CN(C(=O)N2CCC(C(=O)NCc3ccco3)CC2)c2ccccc2O1 (stereo not given)
 : 0.53	-1.9
30. COC(=O)Nc1ccc(S(=O)(=O)N2CCC(C(=O)N3CCCC(C)C3)CC2)cc1 (stereo not given)
 : 0.13	-1.6
31. Cc1nnc(C)n1/N=C/c1c(O)ccc2ccccc12
 : -1.6	0.7
32. O=S(=O)(NCC1CCCO1)c1ccc2oc3ccc(S(=O)(=O)NCC4CCCO4)cc3c2c1 (stereo not given)
 : 0.63	-1.3
33. COc1cc(C(=O)Nc2cc(-c3nc4cc(C)ccc4o3)ccc2C)cc(OC)c1OC
 : -2.2	-0.1
34. COc1ccc(NC(=O)C(=O)NCCN2CCN(C(=O)c3cccc(Br)c3)CC2)cc1
 : -0.5	-0.1
35. C[C@H](CO)N1C[C@H](C)[C@@H](CN(C)S(=O)(=O)c2cn(C)cn2)Oc2ccc(NC(=O)Nc3ccc4c(c3)OCO4)cc2C1=O
 : .	-1.4
36. COc1ccc(OCCn2ccnc2C)cc1
 : 0.27	-4.7
37. COc1ccc(NC(=O)COC(=O)C2CC3C=CC2C3)cc1 (stereo not given)
 : 1.7	-1.7
38. CC(=O)Nc1ccc(C(=O)OCC(=O)N(C)C2CCCCC2)cc1
 : 1.1	-2.5
39. C[C@@H]1CCC[C@]2(O[C@@H](CCO)C[C@@H](O)[C@@H]2O)O1
 : -0.29	-0.3
40. COc1ccc(S(=O)(=O)Nc2c(O)c3ccccc3oc2=O)cc1
 : 0	0.3
41. CN(C)c1ccc(/C=N/NC(=O)CN2CCN(c3ccc(F)cc3)CC2)cc1
 : 0.3	-1.0
42. CCOc1cccc(NC(=O)C2CCCN(S(=O)(=O)c3ccc(-n4cnnn4)cc3)C2)c1 (stereo not given)
 : 0.03	-0.7
43. CC(C)(/C=N/O)/[N+]([O-])=C/c1ccccc1C(F)(F)F
 : -0.09	-0.6
44. CSCC[C@H](NC(=O)[C@@H]1Cc2ccccc2CN1)C(=O)Nc1ccc2c(c1)OCO2
 : -0.33	-0.7
45. COc1ccc(CN(C)C(C)C(=O)Nc2ccc(S(=O)(=O)N3CCCCC3)cc2)cc1F (stereo not given)
 : .	0.8
46. O=Cc1cc2ccccc2nc1SCc1ccc(Cl)c(Cl)c1
 : -0.34	-1.4
47. CC(=O)C1=C(C)NC(SCC(N)=O)=C(C#N)C1c1sccc1C (stereo not given)
 : -0.95	-2.1
48. O=C(CSc1nc(-c2ccco2)cc(C(F)(F)F)n1)NCCc1ccccc1
 : 0.12	-1.8
49. CCOc1cc(/C=C2\NC(=S)N(c3c(C)n(C)n(-c4ccccc4)c3=O)C2=O)ccc1O
 : 0.24	-0.3
50. CSCCC(NC(=O)COc1cccc2ccccc12)C(=O)O (stereo not given)
 : -0.46	-0.7
51. Cc1[nH]c2ccc(C(=O)OCC(=O)NC3(C#N)CCCCC3)cc2c1C
 : 0.35	-0.6
52. NCc1ccc2[nH]c(=O)[nH]c2c1
 : 1.8	-0.5
53. O=C(C1CCC(C(=O)N2CCc3ccccc32)CC1)N1CCc2ccccc21 (stereo not given)
 : -0.65	-1.2
54. Cc1noc(NS(=O)(=O)c2ccc(NC(=O)COc3ccc(C#N)cc3)cc2)c1C
 : .	-0.8
55. CC1CCN(c2nc(-c3cccnc3)nc3scc(-c4ccccc4)c23)CC1
 : -0.47	-0.5
56. CN1CCN(Cc2cc(=O)oc3ccc(Cl)cc23)CC1
 : 1.5	0.6
57. COc1cc(/C=N/NC(=O)c2cccc3ccccc23)cc(OC)c1O
 : 0.02	0.0
58. CCCn1c(=O)[nH]c(=O)c2c1nc(-c1ccc3c(c1)OCCO3)n2CCN1CCOCC1
 : -2.6	-3.2
59. O=C(NCC(=O)N1CCN(Cc2ccccc2)CC1)c1ccc(Cl)cc1
 : -0.71	-3.1
60. COc1ccc(C(=O)C2CCN(C(=S)NCCc3ccc(OC)c(OC)c3)CC2)cc1
 : -0.75	-1.7

The list continues.
The line under a structure holds: Kir21 block	STK33 inh
61. CC(Oc1ccc(Cl)cc1)C(=O)Nc1ccc(S(=O)(=O)N2CCOCC2)cc1 (stereo not given)
 : -1.4	-3.3
62. CC1(C)Cc2c(sc3nc4n(c(=O)c23)CCC4)CO1
 : 0.11	0.5
63. Cc1ccc(C)c(NC(=O)CCN2CCCC(C)C2)c1 (stereo not given)
 : -0.42	0.3
64. CC(OC(=O)CSc1ccc([N+](=O)[O-])cc1)C(=O)NCc1ccco1 (stereo not given)
 : -0.71	-0.7
65. Cc1ccccc1CN(c1ccc(C(=O)NCc2ccccn2)cc1)S(C)(=O)=O
 : -0.04	-1.4
66. CN(c1ccccc1C(N)=O)S(=O)(=O)c1ccccc1
 : -0.8	1.9
67. CC(C)(C)OC(=O)NCCc1nnc(SCc2cccc(Cl)c2)o1
 : -12*	-1.0
68. O=C(O)CCN1CCc2ccccc2C1c1cccs1 (stereo not given)
 : -0.41	-3.1
69. CCCCCCCCCCCCCCCC(=O)NCCc1c[nH]c2ccccc12
 : -0.74	-0.5
70. Cc1ccccc1NC(=O)NCC1CCN(c2ccc(S(=O)(=O)N3CCOCC3)cc2)CC1
 : 1.4	0.9
71. Cc1ccc(Cl)c(OC(=O)Cn2cnc3c2c(=O)n(C)c(=O)n3C)c1
 : -0.46	-0.2
72. Fc1c(F)c(F)c(CSc2nc3ccccc3[nH]2)c(F)c1F
 : -2	-1.8
73. Clc1ccc(C(c2nnnn2C2CCCC2)N2CCN(c3nc4ccccc4s3)CC2)cc1 (stereo not given)
 : 1.7	0.9
74. Cc1ccc(C(=O)N2CCN(S(=O)(=O)N3CCCCC3)CC2)cc1
 : -0.93	-1.3
75. CCC(=O)NC(c1ccc(C)cc1)c1cc([N+](=O)[O-])c2cccnc2c1O (stereo not given)
 : -0.01	-1.2

With a hit mark in Kir21 block (from the list above):
The line under a structure holds: Kir21 block	STK33 inh
67. CC(C)(C)OC(=O)NCCc1nnc(SCc2cccc(Cl)c2)o1
 : -12*	-1.0

(listing goes on)
The line under a structure holds: Kir21 block	STK33 inh
76. COC(=O)c1ccc(NC(=O)C2CCCN2S(=O)(=O)c2ccc(F)cc2)cc1 (stereo not given)
 : -0.32	-0.8
77. Cc1ccc(C(=O)NCCS(=O)(=O)N2CCN(c3ccccc3F)CC2)cc1[N+](=O)[O-]
 : -0.12	-1.6
78. Cc1nnc(NC(=O)CSC2=NN3CCCC(=O)N=C3S2)s1
 : 0.58	-1.1
79. CN(C)C(=O)CN1C(=O)NC2(CCCc3ccccc32)C1=O (stereo not given)
 : 1.1	-0.6
80. O=C(NC(=S)Nc1ccccc1N1CCCCC1)c1cccs1
 : -0.38	-1.2
81. COc1cccc(CNC(=O)CCNS(=O)(=O)c2cccc3nonc23)c1
 : 0.09	-2.5
82. O=C(NCCN1C(=O)S/C(=C/c2cccnc2)C1=O)C1=NN(c2ccccc2)C(=O)CC1
 : .	0.0
83. CC(=O)Nc1ccc(S(=O)(=O)N[C@@H](C)C(=O)N2CCN(c3ccccn3)CC2)cc1
 : 0.72	-1.0
84. O=C(CN(C(=O)CNS(=O)(=O)c1ccc(F)cc1)c1ccc(F)cc1)NCc1ccco1
 : 0.09	1.5
85. COc1ccc(Cl)cc1S(=O)(=O)N1CCN(C(=O)COc2ccccc2)CC1
 : -0.67	-0.6
86. O=C(COC(=O)C1CCN(C(=O)c2ccc(Cl)cc2)CC1)NC1CCS(=O)(=O)C1 (stereo not given)
 : 0.67	2.0
87. CCOC(=O)CN(C(=O)Cn1nnc(-c2ccc(OC)cc2)n1)C(C(=O)NC1CCCC1)c1ccc(F)cc1 (stereo not given)
 : 0.95	-0.9
88. Cc1ccc(C2=CN(Cc3ccccc3)CCC2=O)cc1
 : .	-0.1
89. CSC(=NCc1cccnc1)NS(=O)(=O)c1cccs1
 : -1.1	0.2
90. CC(=O)c1ccc(NC(=O)c2ccc3nc(-c4ccco4)c(-c4ccco4)nc3c2)cc1
 : -0.28	1.0
91. CC(=O)NC(=S)Nc1ccc(NC(=S)NC(=O)c2cccs2)cc1
 : 1.6	0.0
92. CC(=O)NCCc1nc2cc(NC(=O)c3ccc(F)cc3)ccc2n1C
 : 0.27	-1.6
93. N#CCSc1nnc(-c2sc3ccccc3c2Cl)o1
 : -0.44	-1.7
94. NCCCCCCNS(=O)(=O)c1cccc2c(Cl)cccc12
 : -4	0.2
95. COc1ccc(CNC(=O)CN(c2ccc(C(C)C)cc2)S(=O)(=O)c2c(C)noc2C)cc1
 : -0.85	-0.4
96. CCOC(=O)c1ccc2c(c1)n(CCCS(=O)(=O)[O-])c(/C=C/c1ccc(Cl)cc1)[n+]2CC
 : 0	-1.6
97. O=C(NCc1ccc(F)cc1)c1ccc(CS(=O)Cc2ccccc2Cl)o1 (stereo not given)
 : -0.18	-1.3
98. Cc1ccc(CSc2ccc(-c3cccs3)nn2)cc1
 : -1.1	.
99. Nc1nonc1-n1nnc(C(=O)N/N=C/c2cccnc2)c1-c1ccccc1
 : 0.58	1.1
100. CS(=O)(=O)Oc1ccc2c(c1)O/C(=C\c1cccc([N+](=O)[O-])c1)C2=O
 : 0.56	-1.2
101. CCOC(=O)N1CCN(C(=O)CSc2ccc(-c3ccc(OC)c(OC)c3)nn2)CC1
 : 0.07	.
102. Cc1ccc(S[C@@H](CCN2CC[C@H](O)CCC2=O)c2ccccc2)cc1
 : -1.4	1.0
103. CCOc1ccccc1NC(=O)NC(C)c1ccncc1 (stereo not given)
 : -0.2	-1.9
104. COc1cccc2cc(C(=O)Nc3ccccc3C(=O)N3CCOCC3)oc12
 : -0.3	-0.1
105. COCCCNC(=O)/C(C#N)=C/c1c(N2CCCCCC2)nc2ccccn2c1=O
 : -0.02	-1.1
106. COc1ccc(OC(C)C(=O)Nc2cccc(F)c2)cc1 (stereo not given)
 : -0.88	0.7
107. O=C(COC(=O)c1ccccc1F)NCc1ccc2c(c1)OCO2
 : .	-1.6
108. Cc1ccc(S(=O)(=O)n2nc(-c3cccnc3)nc2N)cc1
 : 0.36	-0.1
109. COc1cccc(NS(=O)(=O)c2cc3c(cc2C)NC(=O)CO3)c1
 : -1.6	1.3
110. COc1cc2c(cc1OC)CN(C(=O)CSc1nc(N)c(C#N)cc1C#N)CC2
 : 0.08	0.8
111. COc1ccc(CNc2ccc3c(c2)CCC3)cc1Br
 : 2	-0.2

Four entries from above, field by field:
107: O=C(COC(=O)c1ccccc1F)NCc1ccc2c(c1)OCO2
  Kir21 block: .; STK33 inh: -1.6

110: COc1cc2c(cc1OC)CN(C(=O)CSc1nc(N)c(C#N)cc1C#N)CC2
  Kir21 block: 0.08; STK33 inh: 0.8

106: COc1ccc(OC(C)C(=O)Nc2cccc(F)c2)cc1 (stereo not given)
  Kir21 block: -0.88; STK33 inh: 0.7

109: COc1cccc(NS(=O)(=O)c2cc3c(cc2C)NC(=O)CO3)c1
  Kir21 block: -1.6; STK33 inh: 1.3
